High-throughput results as filed in PubChem.
FN deposit inh = fibronectin deposition inhibition. AH1F fibroblasts, Alexa488-fibronectin deposition fluorescence, overnight. inhibition, % at 12.6 µM. hit rate 0.086% among 350,000;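 active means mean inhibition across replicates of 30% or more, regardless of how many single replicates reach that level; inconclusive means mean under 30% yet at least half of replicates reach 30%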;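 further: positive control wells lacked labelled fibronectin entirely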
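test system = AH1F fibroblasts assembling fluorescent fibronectin matrix | quantity = 10000 AH1F cells per well | buffer or medium = DMEM plus 2% serum, read in PBS | doses = single dose, pinned | incubation = 1 h cell attachment, overnight exposure to compound and label | detection = fluorescence at 485 nm excitation, 525 nm emission | read-out basis = inhibition from reduced deposited-fibronectin fluorescence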
PAX8 reporter = lowers PAX8-driven luciferase in RMG-I cells; AID 652154; hit rate 1.2% among 360,000; inhibition, % at 12.6 µM; RMG-I TPO-luciferase reporter, SteadyGlo, 24 h;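 active means mean replicate inhibition at least 60% with every replicate also reaching 60%; inconclusive means only one of the two criteria is met; inactive means mean below 60% and not all replicates reaching 60%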;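 further: luciferase light reporting Pax8 driven TPO promoter activity; plate controls were median of neutral control wells for no effect and mitoxantrone controls for full effect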
F508del corr = correctors of CFTR F508del function in bronchial epithelial cells; CFBE cells, YFP halide quenching; stimulated with forskolin plus potentiator P3; % fluorescence drop versus neutral controls; activity (quench increase), % at 7.58 µM; hit rate 0.36% among 350,000;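 active means mean added fluorescence quench of at least 8% versus neutral control, with both replicates also reaching 8%; inconclusive means only one of the mean or replicate conditions met; inactive means mean below 8% and not both replicates reaching 8%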;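 further: cells transiently co-express mutant CFTR-F508del with the halide-sensitive YFP; corrector assay measuring rescue of mutant channel to the surface after 24 h compound exposure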
INS-1E GSIS act = primary screen for activators of insulin secretion dependent on glucose, INS-1E cells, GLuc reporter luminescence; INS-1E GLuc reporter insulin secretion, 2-3 h; activation, % at 16.6 µM; hit rate 0.61% among 370,000;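 active means lowest replicate activation of at least 40%, so every replicate reaches that level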;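 further: 0% = median of neutral control wells and 100% = median of IBMX positive control wells; some compounds called inactive have numbers as strong as hits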
EWS-Fli block = EWS/Fli transcriptional activity inhibition; AID 651661; A673 NR0B1-luciferase reporter, viability-normalised; inhibition, % at 12.6 µM; hit rate 0.67% among 350,000;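 active means mean inhibition of at least 50% after viability correction, with every replicate also passing that limit; inconclusive means mean reaches 50% but only one of two replicates passes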;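 further: firefly luciferase signal divided by Alamar Blue viability fluorescence both relative to DMSO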
miR122 inh = miR-122 inhibition in Huh7 cells. Huh7 miR-122 Renilla luciferase sensor, 48 h; neutral wells = 0, positive control = 100. activation (reporter increase), % at 12.5 µM. hit rate 0.3% among 340,000;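 active means mean replicate activation score at least 90 and every replicate individually at or above 90; inconclusive means only one of the two criteria met; inactive means neither criterion met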;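 further: higher luciferase means less miR-122 activity so hits act as miR-122 inhibitors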
DENV2 CPE rescue = protects cells from dengue virus 2 cytopathic effect | DENV2-infected cells, cytopathic effect rescue, plate reader | CPE inhibition, % at 9.99 µM | hit rate 1.7% among 350,000; in the data active means CPE inhibition above about 20%, passing the limit was not always enough; inconclusive means no clear call, values can overlap the other calls; tested in BHK-21 cells;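 further: 0% = median of neutral control wells and 100% = median of positive control wells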
The depositor's hits bear a star; ? = inconclusive; . = not tested or not shown; & = joins results of further samples; [ ] = another dose, or the depositor's remark.

compound	FN deposit inh	PAX8 reporter	F508del corr	INS-1E GSIS act	EWS-Fli block	miR122 inh	DENV2 CPE rescue
c1ccc(Cc2nnc(-c3ccccc3)o2)cc1	19	-165	.	29	.	-6	.
C[C@H]1CN([C@@H](C)CO)C(=O)Cc2cc(NS(C)(=O)=O)ccc2O[C@H]1CN(C)Cc1ccc(-c2ccccc2)cc1	.	-3	2.5	-23	.	4[16.7 µM]	0
CCS(=O)(=O)Nc1ccc2c(c1)C(=O)N(C)C[C@H](OC)[C@@H](C)CN(C(C)=O)[C@H](C)CO2	6	.	2.0	15	-10	-15[16.7 µM]	-11
COc1ccc(-c2ccc3c(c2)[C@H]2[C@H](CCN2C(=O)c2cnccn2)[C@H](CO)N3)cc1	2	12	1.4	-2	-2	2[16.7 µM]	19
Cc1ccccc1C(=O)NNC(=S)Nc1cccc(C(F)(F)F)c1	4	-3	-0.5	-43	4	6	-15
C[C@@H]1CN([C@@H](C)CO)C(=O)c2cc(NC(=O)NC3CCCCC3)ccc2O[C@H]1CN(C)Cc1ccc(-c2ccccc2)cc1	.	.	1.0	-14	8	0[16.7 µM]	-4
CCCCN(CCCC)CCCNC(=O)CN1C(=O)COc2ccc(S(=O)(=O)N3CCC(C)CC3)cc21	-3	6	-1.0	8	.	-7	-2
CNC[C@H]1Oc2c(NC(=O)c3ccc(-c4nccs4)cc3)cccc2C(=O)N([C@H](C)CO)C[C@@H]1C	5	-1	2.3	1	-5	-5[16.7 µM]	7
Cc1ccc(CNC(=O)COC(=O)CSc2ccc(Br)cc2C)cc1	4	.	.	3	.	15	.
CCCC1=[N+](CC(C)=O)CCn2c(C)ccc21	-2	9	-0.4	9	5	.	-2
CCC(=O)Nc1cccc(C2=NOC3(C2)C[C@@H](C(N)=O)N(C(=O)c2cc([N+](=O)[O-])cc([N+](=O)[O-])c2C)C3)c1 (stereo not given in full)	-4	8	0.4	3	-90	2	-14
CC(CC(=O)NCCc1ccc(Cl)cc1)S(=O)(=O)c1ccc2c(c1)NC(=O)CO2 (stereo not given)	11	-7	-0.8	-2	-13	-11	0
NC(=O)c1ccc(-n2nnnc2SCC(=O)Nc2ccccc2)cc1	9	24	0.2	0	7	-2	-1
C[C@H](CO)N1C[C@H](C)[C@H](CN(C)C(=O)Nc2ccc(F)cc2)Oc2ncc(/C=C/c3ccccc3)cc2C1=O	.	18	1.1	-28	.	.	-3
Cc1ccc(N=C2CCCN2Cc2ccccc2)c(C#N)c1	.	.	0.9	2	-28	-1	-2
CC1CCCC(NC(=O)COC(=O)/C=C/c2ccc(S(=O)(=O)N3CCOCC3)cc2)C1C (stereo not given)	-11	-7	0.0	0	3	-30	-1
O=C(COC(=O)c1ccc(Cl)nc1)Nc1ccc(N2CCCCC2)cc1	-1	-20	-1.3	.	-23	-9	62*
CCOC(=O)C1=CCN(S(=O)(=O)c2ccccc2C)C1c1ccc(Cl)c(Cl)c1 (stereo not given)	-1	14	-4.6	-4	4	-4	-8
CCC(CC)n1c(C)cc(=O)n1C(CC)CC	3	.	0.0	-4	1	.	-1
Fc1ccc(Oc2cnc3ccccc3n2)cc1	-3	-6	.	7	-15	-6	7
Cc1cc(C(=O)OCC(=O)N2CCC(C)CC2)c2ccccc2n1	3	-20	-3.3	-11	-5	3	?
COc1ccc(NC(=O)Nc2ccc3c(c2)C(=O)N([C@H](C)CO)C[C@@H](C)[C@@H](CN(C)S(=O)(=O)c2ccccc2)O3)cc1	.	.	-2.2	-20	-9	1[16.7 µM]	2
COc1ccc(-c2csc(NC(=O)c3ccc(S(=O)(=O)N4CCc5ccccc5C4)cc3)n2)c(OC)c1	-1	2	.	-3	.	.	.
CO[C@@H]1CN(C)C(=O)c2ccc(NC(=O)Nc3cc(Cl)cc(Cl)c3)cc2OC[C@H](C)NC[C@@H]1C	-3&16	7	-0.3	-7&-4	7	.	-6
CCOC(=O)c1ccc(NC(=O)CNC(=O)c2ccccc2)cc1	-9	7	.	.	.	-4	.
COc1cccc(CNC[C@H]2O[C@@H](n3ccc(N)nc3=O)[C@H](O)[C@@H]2O)c1OCc1ccc(F)cc1Cl	4	2	-1.4	0	1	3	1
Cc1ccc(S(=O)(=O)Nc2ccc3c(c2)CC(=O)N([C@@H](C)CO)C[C@H](C)[C@@H](CN(C)Cc2ccc(C(=O)O)cc2)O3)cc1	.	7	-0.3	1	-4	1[16.7 µM]	.
CCOC(=O)c1ccccc1NCN1C(=O)CSC1=O	-3	.	.	-1	.	3	.
CCn1c(C)nc2cc(C(=O)N3N=C(CCOC)CC3(O)C(F)(F)F)ccc21 (stereo not given)	2	0	2.8	23	-8	.	3
C[C@H](CO)N1C[C@H](C)[C@@H](CN(C)CC2CCCCC2)Oc2ccc(NS(=O)(=O)c3ccc(Cl)cc3)cc2CC1=O	.	40	0.2	-22	-5	-7[16.7 µM]	8
O=C(O)CSc1nnc(C2CC2)n1-c1ccccc1	2	0	.	.	.	-8	.
CCCC1=Nc2cc(C(=O)NCCN3CCOCC3)ccc2Sc2ccc(C)cc21	4	1	-1.9	-7	8	-1	0
CCOC(=O)c1c(C)nsc1NC(=O)C1(C)CCN1C(=O)CC (stereo not given)	-9	-5	-1.3	.	0	-2	-2
COc1cc(SC)ccc1C(=O)OC1CCOC1=O (stereo not given)	0	18	.	.	.	-2	.
O=Cc1c[nH]c2ccc(C(=O)c3ccccc3)cc12	1	-27	-1.8	-1	-12	.	5
Nc1cc(N)nc(SCC(=O)N2CCCCC2)n1	-16	6	.	-7	.	-4	.
CCCOc1ccc(OC(=O)Cc2ccc(OC)c(S(=O)(=O)N3CCOCC3)c2)cc1	-1	-12	0.4	-14	22	.	-7
COc1ccc(CNc2nc(NCc3ccc(OC)cc3)n(C(=O)c3ccncc3)n2)cc1	0	-21	-0.2	-5	-8	.	.
CC(C)NC(=O)CC(=O)NN=C1CCCCC1	-1	4	-0.1	.	5	.	-1
O=C(CSCc1ccc([N+](=O)[O-])cc1)NC1CC1	.	4	.	-3	83*	.	-3
CC(C)(C)SCCNC(=O)c1cccc([N+](=O)[O-])c1	0	-45	.	-18	.	.	.
COc1ccc(-c2cn(CC[C@@H]3CC[C@H](NC(=O)Nc4ccc(F)cc4)[C@H](CO)O3)nn2)cc1	-3	-9	0.3	9	21	.	95*
O=C(C1CCC1)N1CCc2cc(S(=O)(=O)NCC3COc4ccccc4O3)ccc21 (stereo not given)	-2	22	.	.	.	1	.
Cc1c(N)c(=O)n(-c2ccccc2)n1C	-4	7	2.7	6	-5	-4	13
O=C(N1CCN(Cc2ccccc2)CC1)C(Cl)(Cl)Cl	0	37	.	-1	-3	.	-1

Entries above shown as hits in DENV2 CPE rescue.
compound | F508del corr | INS-1E GSIS act | miR122 inh | DENV2 CPE rescue
O=C(COC(=O)c1ccc(Cl)nc1)Nc1ccc(N2CCCCC2)cc1 | -1.3 | . | -9 | 62*
COc1ccc(-c2cn(CC[C@@H]3CC[C@H](NC(=O)Nc4ccc(F)cc4)[C@H](CO)O3)nn2)cc1 | 0.3 | 9 | . | 95*

(more compounds)
compound	FN deposit inh	PAX8 reporter	F508del corr	INS-1E GSIS act	EWS-Fli block	miR122 inh	DENV2 CPE rescue
CC(C)(C)c1ccc(CC(=O)N2CCC2(C)C(=O)Nc2ccc3[nH]ncc3c2)cc1 (stereo not given)	4	15	1.2	-28	7	8	-1
COc1ccc2cc(C(=O)NCC3CCCO3)[nH]c2c1 (stereo not given)	4	-59	0.3	13	-44	8	-5
COc1ccc(OC)c(CNS(=O)(=O)c2cc(-c3cc(C)no3)ccc2OC)c1	-6	3	0.5	27	.	13	1
O=C(N[C@H]1CC[C@H](CCn2cc(-c3ccccc3F)nn2)O[C@H]1CO)c1ccc2c(c1)OCO2	-7	-9	-0.1	3	5	.	0
O=C(NCC[C@H]1CC[C@H](NC(=O)c2ccncc2)[C@H](CO)O1)Nc1ccc(Cl)cc1	-7	-42	0.0	-1	-23	.	-2
CC1(c2ccc(OC(F)F)cc2)NC(=O)N(/N=C/c2c(O)ccc3ccccc23)C1=O (stereo not given)	4	12	.	1	4	.	0
C[C@H](CO)N1C[C@H](C)[C@H](CN(C)C(=O)c2ccccn2)Oc2ncc(C#Cc3ccccc3)cc2C1=O	.	-10	-1.6	6	-11	-1[16.7 µM]	4
CSc1ccccc1C(=O)NCCCOC(C)C	.	.	0.0	0	-3	-13	20
COCc1cn(CC[C@H]2CC[C@H](NC(=O)Nc3ccccc3)[C@H](CO)O2)nn1	.	-3	-1.8	3	-7	.	0
CCc1nc2c(OCc3ccc(C#N)cc3)cccn2c1N(C)C(=O)c1ccc(C)cc1	12	-6	5.6	-32	4	2	6
Cc1ccn(CC(=O)N2CCCC(N3CCN(Cc4ccc5c(c4)OCO5)CC3)C2)n1 (stereo not given)	.	13	4.6	20	1	-4	-6
CCCCn1c(CNC(=O)C23CC4CC(CC(C4)C2)C3)nnc1SC(C)CC (stereo not given)	.	25	.	-29	-2	.	.
Cc1cc(C(=O)Nc2cccc3c2O[C@@H](CN(C)S(C)(=O)=O)[C@@H](C)CN([C@H](C)CO)C3=O)n(C)n1	.	.	-0.6	21	2	7[16.7 µM]	4
O=C(NCC1CCCO1)c1ccc2c(c1)N(Cc1ccccc1)CCS2 (stereo not given)	-31	19	0.3	22	-1	.	7
CO[C@H]1CN(C)C(=O)c2cc(NC(=O)C3CCCC3)ccc2OC[C@H](C)N(CCC(F)(F)F)C[C@H]1C	0	-2	1.2	-20	2	-7[16.7 µM]	12
O=C(C[C@@H]1C[C@@H]2c3cc(NC(=O)C4CCOCC4)ccc3O[C@@H]2[C@H](CO)O1)NCc1ccccc1	-7	16	1.5	23	2	-4[16.7 µM]	1
O=C(O)CCCC(=O)Nc1nncs1	-6	-1	-1.2	-1	-3	.	-2
NC(=O)c1c(NC(=O)c2ccccc2)sc2c1CCN(Cc1ccccc1)C2	-11	-55	5.3	-14	-33	-1	-6
O=C1c2ccccc2CCc2ccccc21	-4	-2	1.7	-1	-12	8	6
Cc1ccc(Cl)cc1NC(=O)c1ocnc1C	5	.	.	10	.	3	.
CC(=O)NN1C(=O)/C(=C2/Sc3ccccc3N2C)SC1=S	0	-14	-5.3	18	-9	.	10
